Pf Dd2 inh – qHTS Primary assay for Inhibitors of Plasmodium falciparum Dd2 growth in vitro. P. falciparum Dd2 growth, SYBR Green, 72 h. 120,000 tested, 4.3% active. Potency, µM (doses to about 28.9 µM), without a hit: at the highest dose activity, negative = inhibition, actives largely listed as inhibitors; active = well fitted inhibition curve with a large enough effect; inconclusive = small, poorly fitted or top-dose-only effect; inactive = no such curve, though single readings can be large or run the other way;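 also: plate controls were DMSO vehicle for no effect and reference drug for full effect; nearly all actives have a fitted effect of over 65% in size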
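Infected erythrocytes (Dd2, 0.3% parasitemia, 2.5% hematocrit final) are added to compound in RPMI-1640/Albumax II medium, grown 72 h at 37C in low oxygen, then lysed with saponin/Triton-X containing SYBR Green and read by fluorescence.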
The depositor's hits bear a star; i = inactive; ? = inconclusive; [ ] = dose if it differs, or a comment. Potency is read from the fitted curve at half-maximal effect. Not all compounds are listed, so the mix of outcomes need not match the whole.

SMILES	Pf Dd2 inh
CN1Cc2ccccc2-n2ccnc2C12CCN(C(=O)c1cccc(C(F)(F)F)c1)CC2	?
Fc1cccc(OC2CCNC2)c1 (stereo unspecified)	?
CCN(CC)Cc1nc(C2(O)CCN(CC(C)C)CC2)cs1	i
CN1CCc2c(sc3c2C(=O)NC(c2ccc(OC(=O)c4ccc(C(C)(C)C)cc4)cc2)N3)C1 (stereo unspecified)	2%
Cc1ccc(Cl)cc1N1CCN(C(=O)c2cn(C)c3ccc(S(=O)(=O)N4CCC(C)CC4)cc3c2=O)CC1	28%
CN(C)c1nccnc1OC1CCN(C(=O)c2ccccc2Br)C1 (stereo unspecified)	?
COc1ccc(NCc2cc3ccc(OC)cc3n(CC(=O)Nc3cc(Cl)ccc3C)c2=O)cc1	-8%
O=C(C1CC1)N1Cc2ccccc2NC(=O)C12CCNCC2	20%
O=C(c1ccccc1F)N1CCCN(C(=O)C2CC2)c2ccccc21	-6%
COC(=O)c1ccc(NC(=O)N2CCC3(CC2)CC(N2CCCC2)CCO3)cc1 (stereo unspecified)	?

Some of the entries above in a different format:
| Structure | Pf Dd2 inh |
| --- | --- |
| CN1Cc2ccccc2-n2ccnc2C12CCN(C(=O)c1cccc(C(F)(F)F)c1)CC2 | ? |
| CN(C)c1nccnc1OC1CCN(C(=O)c2ccccc2Br)C1 (stereo unspecified) | ? |
| CN1CCc2c(sc3c2C(=O)NC(c2ccc(OC(=O)c4ccc(C(C)(C)C)cc4)cc2)N3)C1 (stereo unspecified) | 2% |
| Cc1ccc(Cl)cc1N1CCN(C(=O)c2cn(C)c3ccc(S(=O)(=O)N4CCC(C)CC4)cc3c2=O)CC1 | 28% |

The listing continues.
SMILES	Pf Dd2 inh
COc1cccc(C(=O)Nc2c(C(=O)c3ccc(F)cc3)oc3ccccc23)c1	-16%
CNC(=O)[C@@H](c1ccc(Cl)cc1)N1CCC[C@H]1C(=O)N1CCN(C)CC1	2%
Cc1cc(C)n(CC(=O)N2CCC(c3nc(-c4ccccc4)no3)C2)n1 (stereo unspecified)	i
O=C(C1CCOCC1)N1CCC2(CC1)NCc1ccccc1-n1ccnc12	i[5.79 µM]
CC1(C)Cc2nc(N3CCOCC3)ncc2C(NC(=O)NC(C)(C)C)C1 (stereo unspecified)	-11%
CC(=O)c1cccc(NC(=O)c2ccc3nc(C(C)C)oc3c2)c1	i
c1cc(Cn2cccn2)cc(-c2cn(CC3CNCCO3)nn2)c1 (stereo unspecified)	-6%
COc1ccc(S(=O)(=O)N2C[C@@H]3C[C@H](C2)c2c(NC(=O)C4CCCCC4)ccc(=O)n2C3)cc1	?
N#C/C(=C\c1ccc(Cl)cc1)C(=O)NCC1CCCO1 (stereo unspecified)	6%
COc1cccc(CNC(=O)C(NS(=O)(=O)c2ccc3c(c2)CCN3C(C)=O)C(C)C)c1 (stereo unspecified)	12%

Among those listed so far, these have a Cl atom:
SMILES	Pf Dd2 inh
Cc1ccc(Cl)cc1N1CCN(C(=O)c2cn(C)c3ccc(S(=O)(=O)N4CCC(C)CC4)cc3c2=O)CC1	28%
COc1ccc(NCc2cc3ccc(OC)cc3n(CC(=O)Nc3cc(Cl)ccc3C)c2=O)cc1	-8%
CNC(=O)[C@@H](c1ccc(Cl)cc1)N1CCC[C@H]1C(=O)N1CCN(C)CC1	2%
N#C/C(=C\c1ccc(Cl)cc1)C(=O)NCC1CCCO1 (stereo unspecified)	6%

Remaining list, next part.
SMILES	Pf Dd2 inh
Cn1c(=O)n([C@H]2CCCN(C(=O)C3CC=CC3)C2)c2ncccc21	-11%
N#Cc1ccc(S(=O)(=O)N2CCCN(S(=O)(=O)c3ccccc3)CCC(=O)NCC2)cc1	?
CNC1CCN(C(=O)c2cnc(C34CC5CC(CC(C5)C3)C4)[nH]c2=O)CC1	-6%
CC(C)NC(=O)CC[C@@H]1CNC(=O)[C@@H]2C[C@H](NCc3ccc(CO)o3)CN12	21%[44.1 µM]
CN1CC(=O)N(C2CCNCC2)Cc2c1ncnc2N(C)Cc1ccc(F)cc1	13%
CO[C@@H]1COCC[C@H]1NC(=O)c1cn(CCN2CCNCC2)nn1	-10%
CS(=O)(=O)c1ccc(OCC2(CNC(=O)C3CCC3)C[C@@H](O)[C@@H](O)C2)cc1 (stereo partly specified)	8%[44.1 µM]
COC(=O)[C@]1(C)N[C@H](c2cc(F)c(OC)c(Cl)c2)[C@@H]2C(=O)N(C)C(=O)[C@@H]21	9%
COc1cc(OC)cc(-c2onc(C)c2C(=O)NC(C)CCc2ccccc2)c1 (stereo unspecified)	i
CCc1ccc(-n2nc(C)c3c(C(=O)N4CCN(c5cccc(Cl)c5)CC4)cc(C)nc32)cc1	11µM*

Part of the list above, reformatted.
| Molecule | Pf Dd2 inh |
| --- | --- |
| CNC1CCN(C(=O)c2cnc(C34CC5CC(CC(C5)C3)C4)[nH]c2=O)CC1 | -6% |
| CNC(=O)[C@@H](c1ccc(Cl)cc1)N1CCC[C@H]1C(=O)N1CCN(C)CC1 | 2% |
| O=C(C1CCOCC1)N1CCC2(CC1)NCc1ccccc1-n1ccnc12 | i[5.79 µM] |

Next records.
SMILES	Pf Dd2 inh
CCOc1ccc(CN2CCc3nc(N4CCN(c5ncccn5)CC4)ncc3C2)cc1OC	7.9µM*
O=C(Cc1ccc(N(Cc2ccc(F)cc2)C(=O)c2ccco2)cc1)NCc1ccc(F)cc1	-19%
O=C1CC(c2ccccc2)N(C(=O)C2CC2)CCCN(C(=O)COc2ccccc2)CCN1 (stereo unspecified)	i
Cc1cccc(-c2noc(-c3cc(-c4ccc(F)cc4)n[nH]3)n2)c1	?
COC[C@@H]1CN(C(=O)COc2ccccc2)C[C@H]1c1ccccn1	-6%
CCOC(=O)c1sc(NC(=O)c2cc3nc(-c4ccccc4)cc(C(F)(F)F)n3n2)c(C(=O)OCC)c1C	56%[activator]
CCn1ccc(C(=O)N2CCC3(CC2)CC(c2nc(C)no2)N(C)C3)n1 (stereo unspecified)	5%
O=C1N(Cc2ccccn2)C[C@H]2CN(Cc3nccs3)CCN12	-3%[44.1 µM]
COCCCNC(=O)[C@H]1CCC[C@H]1NC(=O)c1ccc(OC)nc1	8%
COc1ccc(NC(=O)N[C@@H]2C=C[C@@H](c3c(C)nn(-c4ccc(C(C)(C)C)cc4)c3C)C2)cc1	?
Cn1cc2c3c(cccc31)CN(C(=O)COc1ccc(F)cc1)CC2	-23%
CCN1CCN(c2cc(C)c3cc(NC(=O)c4ccc(OC)c(OC)c4)ccc3n2)CC1	2.8µM*
O=C(Nc1cccc(F)c1)N1C[C@@H]2C[C@H](C1)c1ccc(-c3cccc(C(F)(F)F)c3)c(=O)n1C2	1%
Nc1nonc1C(=O)NCCNCc1cccc(Cl)c1Cl	?
COC(=O)c1cc(C)nc2c1c(=O)nc(SCc1cccc(C)c1)n2C1CC1	23%
COCc1ccc2c(c1)c(OC(C)(C)C(=O)NC1CCOCC1)nn2CCC(C)C	-11%[44.1 µM]
O=C(Cn1nc2n(c1=O)CCCCC2)N1CCc2ccccc21	-12%
Cc1ccccc1OCC(=O)Nc1nnc(S(=O)(=O)N(C)c2ccccc2)s1	-2%
COCCN(CCOC)C(=O)C(C)[C@@H]1CC[C@@]2(C)CC[C@H](NC(C)=O)[C@@H](C)[C@@H]2[C@H]1O (stereo partly specified)	20%[44.1 µM]
Cc1ccc(CN2C(=O)[C@@H]3C[C@@H](O)CN3C3(CN(C4CCCC4)C3)C2=O)o1	i
CC(C)c1ccc(NC(=O)CCNS(=O)(=O)c2cccc3nsnc23)cc1	1%
O=C(NC1CCCN(c2nc3ncccc3o2)C1)c1ccc(C(F)(F)F)cc1 (stereo unspecified)	i
Cc1ccc(CNC(=O)COCc2cc(-c3cccs3)on2)cc1	17%
COc1ccc(CCn2c3c(c(=O)[nH]c2=O)C(NC(=O)c2ccccc2)(C(F)(F)F)C(=O)N3)cc1OC (stereo unspecified)	33%[activator]
CN1C(=O)C2(CCN(C(=O)CCC3CCCC3)CC2)c2ccccc21	5.6µM*
COc1ccccc1NC(=O)CCN1CCCCC1	i
COc1ccc(-c2ccnc3nc(CC(C)C)nn23)cc1	-11%
CCOC(=O)C1CCN(C(=O)c2cc3ccc4cccnc4c3[nH]2)CC1	16%
O=C(c1ccsc1)N1[C@H]2CC[C@@H]1c1cnc(-c3ccccc3)nc1C2	?
CNC(=O)CN(C)Cc1cc(Cl)ccc1OCC(O)CN1CCCCCC1 (stereo unspecified)	2.8µM*

Next part, starting with the last 2 of the part before.
SMILES	Pf Dd2 inh
O=C(c1ccsc1)N1[C@H]2CC[C@@H]1c1cnc(-c3ccccc3)nc1C2	?
CNC(=O)CN(C)Cc1cc(Cl)ccc1OCC(O)CN1CCCCCC1 (stereo unspecified)	2.8µM*
CCc1[nH]c2c(CNC(=O)C(C)O)cc(C)cc2c1C (stereo unspecified)	-6%
C[C@]1(CO)[C@H]2Cc3sc(NC(=O)c4cccc(F)c4)nc3[C@@H](CC(=O)N3CCOCC3)[C@]2(C)CC[C@H]1O	?
Cc1cc2nc3n(c(=O)c2n1CC(=O)Nc1cccc(C(C)C)c1)CCCCC3	9%
COc1cc2c(cc1OC)C(COc1ccc3c(C)cc(=O)oc3c1)N(C(=O)c1ccc(C)cc1)CC2 (stereo unspecified)	11µM*
CCc1ccc(NC(=O)Cn2c(=O)n(-c3ccccc3)c(=O)c3ccc(C(=O)NCc4ccc5c(c4)OCO5)cc32)cc1	?
COc1ccc(OC)c(CNC(=O)c2c(OC)cc(=O)n3c2CCCC3)c1	-4%
CCCN(CCC)C(=O)c1cc2c(=O)n3cccc(C)c3nc2s1	?
Cc1nc2c(-c3ccccc3)c(C)nn2c(C)c1CCC(=O)N1CCN(c2ccccc2)CC1	22%
O=C(NC1CCN(c2cc(-c3ccc(F)cc3)[nH]n2)CC1)c1cccc2[nH]ccc12	i
O=C(NCC(c1cccnc1)N1CCc2ccccc21)c1ccc(Cl)cc1 (stereo unspecified)	-18%
Cc1cccc(CC(=O)NC2CC(=O)N(c3ccc4c(c3)OCCO4)C2)c1 (stereo unspecified)	22%
COc1ccccc1/C=C/CN1CC[C@@H](c2ccc3c(c2)OCO3)[C@H](O)C1	?
COCC1CN(C(C)=O)CC12CCN(S(=O)(=O)c1cc(C)ccc1C)CC2 (stereo unspecified)	-21%
CCOc1ccc(NC(=O)CN2CCN(CC(=O)Nc3ccccc3OCC)CC2)cc1	-22%
O=C(Nc1cccc(Cl)c1)N1Cc2ccccc2Oc2ncccc21	i
COc1ccc(OC)c(S(=O)(=O)NCCc2sc(-c3cccnc3)nc2C)c1	-24%
CC(=O)N1CC(CO)C2(CCN(Cc3ccc(F)cc3)CC2)C1 (stereo unspecified)	i
COCCNC(=O)CCCN1C(=O)c2ccccc2Sc2ncccc21	-3%
Cc1cccc(NC(=O)CCNS(=O)(=O)c2cccc3nsnc23)c1C	6%
Cc1ccc(NC(=O)c2cccc3c2C(=O)N(C2CCCCC2)C3)c(C)c1	?
CCC(CC)c1cc([C@H]2CN3CC[C@H]2C[C@@H]3CNC(=O)COc2ccccc2)nc(-c2ccncc2)n1	0.45µM*
O=C(Cn1nc2c(cc1=O)CCCCC2)N1CCC(c2ccccc2)CC1	-12%
O=C(CSc1nc2ccsc2c(=O)n1-c1ccc(Br)cc1)NCc1ccc(Cl)cc1	1%
COC(=O)c1cc(NC(=O)Cn2ncc3c([nH]c4ccccc43)c2=O)cc(C(=O)OC)c1	69%[activator]
CC(C)NC(=O)C1COC2(CCN(C(=O)c3cccc(F)c3)CC2)N1C(=O)c1ccccc1 (stereo unspecified)	13%
O=C(C1CCCC1)N1CC2(CCCN2C2COC2)Cc2ccccc21 (stereo unspecified)	8.9µM*
CN(C)C1CNC1	-10%[115 µM]
CCC(Cc1ccccc1)NC(=O)CCS(=O)(=O)c1cc2c(cc1Cl)NC(=O)CO2 (stereo unspecified)	12%
c1cn(CC2COCCO2)c(-c2cc3n(n2)CCCNC3)n1 (stereo unspecified)	3%
O=C(c1cc(-c2cccs2)[nH]n1)N1CCc2c(nc3cc(-c4ccccc4)[nH]n3c2=O)C1	-22%
COc1ccc(NC(=O)N[C@H]2CO[C@H]3[C@@H]2OC[C@@H]3n2cc(-c3ccccc3)nn2)cc1	i

Bioassay records as filed in PubChem BioAssay.
